RAD54 inh: RAD54 (human) branch migration inhibition; RAD54 Holliday junction branch migration, FAM/BHQ fluorescence; inhibition, % at 10.4 µM; AID 602329; 360,000 tested, 0.14% active; Q92698;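 active means mean normalized replicate activity at least 40 and at least half of replicates scoring 40 or more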;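 further: 0% = median of neutral control wells and 100% = median of positive control wells; inhibitors cause a drop in the FAM fluorescence signal; in these data hits start at about 50%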
esBAF inh: blocks esBAF chromatin remodeling in mouse ES cells | reporter increase, % at 12.5 µM | 350,000 tested, 2% active | Bmi1-luciferase knock-in reporter, 24 h; 100% = twice the neutral-well signal; in the data active means activation above about 40%;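 further: 0% = median of the plate's neutral control wells and 100% = double that signal; a rise in the Bmi1 reporter signal indicates esBAF inhibition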
E-selectin induc: E-selectin induction on HUVECs; P16581; HUVEC E-selectin immunofluorescence imaging; normalized: neutral wells 0, TNF-alpha wells 100; activation, % at 7.58 µM; 260,000 tested, 0.37% active;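 active means mean E-selectin-positive cell signal at least 10% of the positive control, reached in at least 60% of replicates, without over 20% cell loss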;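 further: in these data hits start at about 27%; measured in HUVEC primary endothelial cells; signal is the percent of cells scored E-selectin positive by PE staining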
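Material: HUVEC primary endothelial cells; Amount: 3,000 cells per well; Dosing: single concentration; Medium: EGM-2 growth medium on 0.1% gelatin-coated wells; Read-out basis: percent E-selectin-positive cells; Signal: immunofluorescence imaging; Control set: TNF-alpha, DMSO.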
Xi reactivation: reactivates the inactive X chromosome in mouse fibroblasts. XiGFP mouse fibroblasts, % GFP-positive cells imaging, 3 d; cells co-treated with 5-aza-dC sensitizer; scaled so ellipticine positive control = 100%. 360,000 tested, 0.055% active. activation, % at 7.58 µM;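 active means mean normalized replicate activation at least 10% and every replicate at or above 10%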;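 further: 0% = median of on-plate neutral control wells and 100% = ellipticine 6 µM median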
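System: SV40-immortalized XiGFP fibroblast cells, line 68-5-11 / Incubation: 3-day compound exposure, then 15 min fixation at room temperature / Compound: single concentration per compound, delivered by pin transfer / Buffer or medium: DMEM plus 5-aza-dC sensitizer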
RAD52 inh: RAD52 (human) annealing inhibition | recombinant RAD52 DNA annealing, FRET fluorescence | 360,000 tested, 0.46% active | inhibition, % at 18.7 µM | P43351;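 active means every replicate showing at least 50% inhibition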
Target sequence (P43351 whole entry, looked up): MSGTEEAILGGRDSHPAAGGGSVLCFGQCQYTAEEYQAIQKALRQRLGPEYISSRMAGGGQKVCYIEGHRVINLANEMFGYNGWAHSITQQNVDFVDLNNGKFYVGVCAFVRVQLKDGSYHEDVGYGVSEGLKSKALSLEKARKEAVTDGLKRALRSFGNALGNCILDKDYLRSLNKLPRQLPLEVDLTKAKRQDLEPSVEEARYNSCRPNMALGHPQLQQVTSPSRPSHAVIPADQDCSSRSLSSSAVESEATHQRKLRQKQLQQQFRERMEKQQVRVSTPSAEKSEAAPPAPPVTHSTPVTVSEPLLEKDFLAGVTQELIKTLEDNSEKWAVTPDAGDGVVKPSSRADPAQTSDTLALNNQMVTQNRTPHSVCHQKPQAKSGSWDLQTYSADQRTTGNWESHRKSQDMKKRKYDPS
FN deposit inh: fibronectin deposition inhibition; AH1F fibroblasts, Alexa488-fibronectin deposition fluorescence, overnight; inhibition, % at 12.6 µM; 350,000 tested, 0.086% active; AID 743247;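 active means mean inhibition across replicates of 30% or more, regardless of how many single replicates reach that level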;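 further: positive control wells lacked labelled fibronectin entirely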
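Measured by – fluorescence 485/525 nm · System – AH1F fibroblast monolayer, labelled fibronectin deposition · Amount – 10000 cells per well · Buffer or medium – serum-reduced DMEM (2% serum) · Doses – single dose, pinned · Also added – fluorescent fibronectin at 24 nM final · Schedule – 1 h cell attachment, overnight exposure to compound and label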
EWS-Fli block: blocks EWS/Fli oncoprotein-driven transcription; A673 NR0B1-luciferase reporter, viability-normalised; inhibition, % at 12.6 µM; 350,000 tested, 0.67% active;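 active means mean inhibition of at least 50% after viability correction, with every replicate also passing that limit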;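 further: firefly luciferase signal divided by Alamar Blue viability fluorescence both relative to DMSO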
S100A4 inh HTS: blocks human S100A4 binding to myosin IIA peptide; P26447; S100A4/TAMRA-MyoIIA peptide fluorescence polarization; inhibition, % at 10.7 µM; 360,000 tested, 0.14% active; AID 652163;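 active means mean inhibition of at least 70% across replicates, with every replicate also reaching that level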
Target sequence (P26447 whole entry, looked up): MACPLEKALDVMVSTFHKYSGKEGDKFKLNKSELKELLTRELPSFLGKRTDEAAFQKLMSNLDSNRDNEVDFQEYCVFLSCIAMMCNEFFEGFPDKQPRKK
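Test system: S100A4 monomer protein. Medium: HEPES buffer with Ca2+, pH 7.2. Reagent: fluorescent myosin IIA peptide, 5 nM. Compound dosing: single-point compound testing. Timing: 5 min between mix addition and reading. Benchmarks: DMSO neutral and TFP positive wells.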
An asterisk follows results filed as active; / = not tested or not shown. Hits appear at their usual frequency; any-hit rate near 3%.

SMILES | RAD54 inh | esBAF inh | E-selectin induc | Xi reactivation | RAD52 inh | FN deposit inh | EWS-Fli block | S100A4 inh HTS
Cc1noc(C)c1NC(=O)Nc1cccc2c1O[C@H](CN(C)C(=O)Nc1cccc3ccccc13)[C@H](C)CN([C@H](C)CO)C2=O | 3 | 3 | 0.2 | -0.2 | 0 | / | 7 | -6
Cc1cc(NC(=O)c2ccccc2)ccc1NC(=O)c1ccccc1Cl | -4 | 7 | / | 0.1 | -7 | -3 | -21 | 12
COc1ccc(C(=O)C2CCCN(Cc3cccn3-c3ccccn3)C2)c(OC)c1 (configuration not stated) | -3 | -1 | / | 0.1 | -20 | -12 | 18 | 8
CCOC(=O)C1=CCC(c2cc3ccc(OC)cc3n2C(=O)OC(C)(C)C)NC1 (configuration not stated) | / | / | -1.5 | / | -23 | -2 | -11 | -5
CCOC(=O)C1CCCN(C/C=C/c2ccccc2)C1 (configuration not stated) | 2 | -1 | 0.4 | 0.0 | 3 | 9 | 1 | -2
C=CCNC(=O)COc1ccc(Oc2ccccc2)cc1 | / | / | 2.5 | 0.0 | -6 | 10 | -26 | 3
CCCCOC(=O)Cn1c(=O)oc2ccc(C)cc21 | 3 | 1 | / | 0.0 | -6 | -1 | 0 | 4
COc1ccc(NC(=O)Nc2ccc3c(c2)C(=O)N([C@H](C)CO)C[C@H](C)[C@@H](CN(C)C(=O)Nc2ccccc2)OCCCC[C@H](C)O3)cc1 | -7 | 1 | / | 0.3 | 10 | 4 | 1 | 1
O=C(Nc1nc2ccccc2s1)c1ccc(F)cc1 | -11 | 10 | 2.2 | -0.2 | -2 | 1 | -27 | 1
Cc1csc(NC(=O)c2ccc(C)s2)n1 | 5 | 51* | / | 0.1 | -6 | -6 | -92 | 1
C[C@H]1CN([C@@H](C)CO)C(=O)Cc2cc(NC(=O)Cc3ccccc3)ccc2O[C@@H]1CN(C)CC1CC1 | 5 | 2 | -6.2 | -0.2 | 1 | / | -1 | -14
Cc1nc(C)c(C(=O)OCC(=O)NCc2ccccc2Cl)s1 | 0 | / | 0.0 | 0.0 | -9 | -2 | 0 | -2

Looked up by compound from the list above:
SMILES | RAD54 inh | esBAF inh | E-selectin induc | Xi reactivation | RAD52 inh | FN deposit inh | EWS-Fli block | S100A4 inh HTS
Cc1csc(NC(=O)c2ccc(C)s2)n1 | 5 | 51* | / | 0.1 | -6 | -6 | -92 | 1
Cc1cc(NC(=O)c2ccccc2)ccc1NC(=O)c1ccccc1Cl | -4 | 7 | / | 0.1 | -7 | -3 | -21 | 12

Additional records follow:
SMILES | RAD54 inh | esBAF inh | E-selectin induc | Xi reactivation | RAD52 inh | FN deposit inh | EWS-Fli block | S100A4 inh HTS
Cc1ccc(S(=O)(=O)Nc2ccc3c(c2)C(=O)N([C@@H](C)CO)C[C@H](C)[C@@H](CN(C)C(=O)Nc2ccc(C(F)(F)F)cc2)OCCCC[C@@H](C)O3)cc1 | 6 | 3 | -0.1 | 0.2 | -24 | -8 | 9 | -1
COCc1cc(N2CCCC2)nc(-c2ccccc2)n1 | -2 | 1 | -2.5 | 0.1 | -10 | 9 | 4 | -6
O=[N+]([O-])c1ccc(CN2CC(N3CCN(CCO)CC3)CS2(=O)=O)cc1 (configuration not stated) | -12 | -4 | -0.3 | 0.1 | -4 | / | -36 | -2
C[C@@H]1CN([C@@H](C)CO)C(=O)c2c(c3ccccc3n2C)-c2ccccc2CO[C@@H]1CN(C)S(=O)(=O)c1cccc(C#N)c1 | -1 | 7 | 0.6 | 0.0 | 26 | 6 | 8 | 4
CCCN(CC(=O)Nc1ccccc1C)C(=O)c1ccc(N2CCCC2)c([N+](=O)[O-])c1 | -7 | / | 0.1 | 0.2 | -10 | / | -9 | 2
COc1ccccc1/C=C(/NC(=O)c1ccccc1)C(=O)NCCCn1ccnc1 | -11 | -3 | / | 0.4 | -11 | -7 | -2 | -4
COc1cccc(CN2CC(C(=O)NCc3cnn(C)c3)CCC2=O)c1 (configuration not stated) | -4 | -12 | -0.2 | -0.1 | -1 | 2 | / | -1
COc1ccc(C(=O)OCC(=O)c2c[nH]c3ccccc23)c(OC)c1 | 1 | 75* | 0.3 | 0.1 | -12 | 9 | -59 | -10
C[C@@H]1CN([C@@H](C)CO)C(=O)c2cc(NC(=O)Nc3cccc4ccccc34)ccc2O[C@@H]1CN(C)C(=O)Nc1ccc2c(c1)OCO2 | -9 | 9 | 0.3 | -0.2 | -6 | / | -12 | -2
Cc1cccc(NC(=S)NCc2ccc(F)cc2)c1 | 3 | -4 | -0.2 | -0.7 | -5 | -1 | -25 | 5
CC1CCN(C(C(=O)Nc2ccc3c(c2)OCO3)c2ccccc2)CC1 (configuration not stated) | 5 | -4 | 3.8 | 0.4 | -2 | -8 | 5 | -1
CC(=O)c1ccc(NC(=O)c2ccc(CSc3ccccc3)o2)cc1 | / | / | / | 0.3 | -8 | / | -27 | 4
CS(=O)(=O)c1ccc(N)c(SSc2cc(S(C)(=O)=O)ccc2N)c1 | -8 | 2 | 0.0 | 0.0 | -12 | 6 | 5 | -10
C[C@@H]1CN([C@@H](C)CO)C(=O)c2cccc(NS(=O)(=O)c3cccs3)c2O[C@@H]1CN(C)C(=O)Nc1ccc(C(F)(F)F)cc1 | -17 | -5 | 1.3 | 0.0 | 8 | / | -3 | -3
COc1ccc(CN2C[C@@H](O)COC[C@@H]3O[C@@H](CC(=O)NCCN4CCCC4)CC[C@H]32)cc1 | -16 | -1 | 0.0 | 0.1 | 17 | 11 | -6 | -9
COc1ccc(N=Cc2[nH]c3ccccc3c2O)cc1 | / | / | 0.2 | 0.0 | -2 | 3 | -7 | 11
COc1ccccc1C1CC(=O)Oc2ccc(C(C)(C)C)cc21 (configuration not stated) | -2 | -4 | 10.0 | 0.0 | -10 | -4 | -5 | 4
CCC(C)(C)n1nnnc1C(c1cccs1)N1CCCCC1 (configuration not stated) | 6 | -3 | 1.2 | 1.1 | -6 | -3 | -10 | 0
Cc1cc(C)nc(NNC2=CC(=[N+]3CCCCC3)CC(C)(C)C2)n1 | / | / | / | 0.1 | -16 | -2 | 16 | 8
Cc1cccc(NC(=O)CSc2nc3ccccc3nc2N2CCCC2)c1C | 0 | 7 | -0.1 | -0.3 | -44 | 0 | -1 | 0
CN(C)c1ccc(NC(=O)Cn2ncn3c(cc4ccccc43)c2=O)cc1 | -16 | -10 | / | / | -4 | / | 10 | -2
N/C(=N\N=C\c1cccs1)SC1CC(=O)N(c2ccc(Br)cc2)C1=O (configuration not stated) | / | / | / | 0.0 | -13 | / | 4 | 0
CCCc1nc2ccc(NC(C)=O)cc2c(=O)n1Cc1ccc(Cl)cc1 | / | / | / | 0.0 | -3 | 13 | -141 | -1
C[C@@H]1CN([C@@H](C)CO)C(=O)c2cc(NS(=O)(=O)c3ccc(F)cc3)ccc2O[C@@H]1CN(C)S(=O)(=O)c1ccc(F)cc1 | -8 | 0 | 0.4 | 0.3 | 4 | / | -3 | 4
CCCN(CCC)CCCNC(=O)c1cc2c(-c3ccc(OC)c(OC)c3)nn(C)c2s1 | 104* | -12 | 0.1 | 0.0 | 90* | 10 | -3 | 0
C/C=C/C(=O)N1CC2(CC(c3cccc(NC(=O)CC)c3)=NO2)C[C@H]1C(N)=O (some centres not stated) | -1 | 1 | -0.6 | 0.0 | -10 | 7 | -12 | -5
NC(=O)c1cc(C(N)=O)nc(Cl)n1 | / | / | 0.1 | 0.4 | -1 | -3 | 0 | -1
CS(=O)(=O)N1CCN(c2ccc(NC(=O)CSc3ccc(Cl)cc3)cc2)CC1 | -4 | -5 | / | / | -8 | 1 | / | -7
C[C@H](CO)N1C[C@H](C)[C@@H](CN(C)S(=O)(=O)c2cccs2)OCCCC[C@H](C)Oc2ccc(NS(=O)(=O)c3cccs3)cc2C1=O | -9 | 2 | 1.4 | 0.3 | 6 | -7 | 5 | -8
CCOc1ccc(NC(=O)CN(c2ccc(OCC)cc2)S(=O)(=O)c2c(C)[nH]c(=O)[nH]c2=O)cc1 | / | / | 1.0 | 0.0 | 0 | 8 | -10 | 16
COc1ccccc1Cn1c(C(C)C)nc2ccccc21 | -14 | / | / | 0.0 | -5 | -4 | 5 | 0
CCN(C(=O)CSc1nc2cc(Cl)ccc2c(=O)n1CC(C)C)C1CCS(=O)(=O)C1 (configuration not stated) | -3 | 3 | -0.3 | 0.1 | -6 | 1 | -2 | -1
O=C(C[C@H]1CC[C@H](NC(=O)CN2CCOCC2)[C@H](CO)O1)NCCc1ccccc1 | 0 | -1 | 0.2 | 2.0 | -9 | / | -2 | -20
CCCCC1=CC2=CC(=O)C(C)(OC(=O)C3CCCC3)C(=O)C2=CO1 (configuration not stated) | -3 | -4 | -0.2 | 0.0 | -102 | -11 | -13 | -13
CCOCCCNS(=O)(=O)c1ccc2c(c1)oc(=O)n2CC(=O)OCC | -4 | -3 | / | / | -24 | 1 | / | -2
Cc1ccc(NC(=O)Cn2c(=O)c3cccn3c3ccccc32)cc1 | -6 | 3 | / | 0.0 | -21 | 0 | / | -6

One compound at a time (already shown).
`Cc1csc(NC(=O)c2ccc(C)s2)n1` as listed: RAD54 inh: 5; esBAF inh: 51*; E-selectin induc: /; Xi reactivation: 0.1; RAD52 inh: -6; FN deposit inh: -6; EWS-Fli block: -92; S100A4 inh HTS: 1
`Cc1cccc(NC(=O)CSc2nc3ccccc3nc2N2CCCC2)c1C` as listed: RAD54 inh: 0; esBAF inh: 7; E-selectin induc: -0.1; Xi reactivation: -0.3; RAD52 inh: -44; FN deposit inh: 0; EWS-Fli block: -1; S100A4 inh HTS: 0
`C[C@H](CO)N1C[C@H](C)[C@@H](CN(C)S(=O)(=O)c2cccs2)OCCCC[C@H](C)Oc2ccc(NS(=O)(=O)c3cccs3)cc2C1=O` as listed: RAD54 inh: -9; esBAF inh: 2; E-selectin induc: 1.4; Xi reactivation: 0.3; RAD52 inh: 6; FN deposit inh: -7; EWS-Fli block: 5; S100A4 inh HTS: -8

Continuation:
SMILES | RAD54 inh | esBAF inh | E-selectin induc | Xi reactivation | RAD52 inh | FN deposit inh | EWS-Fli block | S100A4 inh HTS
Cc1ccc(-c2csc(/C=C3\SC(C)C(=O)N3CC(=O)Nc3ccccc3F)n2)cc1 (configuration not stated) | -2 | 3 | 2.0 | 0.1 | -17 | -3 | 1 | 1
COc1ccccc1NC(=O)N[C@H]1CC[C@@H](CC(=O)N[C@H](C)c2ccccc2)O[C@H]1CO | 7 | -6 | -0.1 | 0.1 | -1 | -2 | -2 | -2
COCC(=O)N(C)C[C@H]1Oc2cc(C#CCC(C)C)ccc2S(=O)(=O)N([C@H](C)CO)C[C@@H]1C | -2 | 2 | 0.1 | -0.6 | 5 | 0 | -5 | -31
CC1CCCCC1NC(=O)C1CCN(C(=O)c2sccc2-n2cccc2)CC1 (configuration not stated) | 13 | -2 | / | 0.2 | 5 | 3 | 2 | -1

Bioassay records from PubChem BioAssay.
